Screening data (PubChem BioAssay)
DRD3 antagonist: antagonists of human D3 dopamine receptor; D3R cells, DiscoveRx beta-arrestin luminescence, antagonist mode; active compounds read low; max response, negative = inhibition, %; actives 2.5% (n = 360,000); in the data active means max response below about -50%; inconclusive means no clear call, values can overlap the other calls; further: on the % scale 0 is the no-effect control and ±100 the full control effect; mostly tested at two doses, the higher about 12 µM
Target sequence (P35462 whole entry, looked up): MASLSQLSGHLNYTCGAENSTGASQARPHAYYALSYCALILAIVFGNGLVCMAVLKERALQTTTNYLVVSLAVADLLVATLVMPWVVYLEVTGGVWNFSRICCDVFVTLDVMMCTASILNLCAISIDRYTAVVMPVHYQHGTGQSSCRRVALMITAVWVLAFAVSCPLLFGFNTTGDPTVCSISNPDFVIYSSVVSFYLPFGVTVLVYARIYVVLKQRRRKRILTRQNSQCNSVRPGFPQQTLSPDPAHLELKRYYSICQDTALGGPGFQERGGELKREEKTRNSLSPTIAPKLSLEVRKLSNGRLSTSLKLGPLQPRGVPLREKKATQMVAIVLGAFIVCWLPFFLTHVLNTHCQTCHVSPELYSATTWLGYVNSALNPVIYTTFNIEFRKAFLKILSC
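Cells expressing the human receptor were seeded at 1500 cells/well, incubated overnight at 37 degrees C in 5% CO2, then exposed to library compounds with dopamine controls for 90 minutes at 37 degrees C before luminescent detection.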
GLP-1R agonist: GLP-1 receptor (human) agonism | AID 624172 | Potency, µM (doses to about 45.6 µM), for the others: top-dose activation, most hits filed as activators | actives 0.007% (n = 380,000) | HEK293 GLP-1R CRE-luciferase, luminescence, 4-6 h; cells express a hypersensitive GLP-1R form; further: potency means the concentration at half of the fitted maximal effect; % of control where 0% means no effect
aSyn rescue: rescues yeast growth from alpha-synuclein toxicity. AID 652106. actives 0.14% (n = 370,000). Yeast expressing alpha-synuclein, growth rescue, BacTiter-Glo, 24 h. Potency, µM (titrated, usually from 46.1 µM), inactives show top-dose growth rescue (activation), usual class: activators; further: potency means the concentration at half of the fitted maximal effect; % of control where 0% means no effect; nearly all actives have a fitted effect of over 65% in size
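Readout is rescue of growth in alpha-synuclein-expressing yeast, so inhibitors of toxicity appear as activators. Growth after 24 hr at 30 deg C in galactose medium is quantified by luminescence.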
Akt phos inh: Akt phosphorylation inhibition | Neuro2A IGF-stimulated pAkt S473 HTRF, 20 min; active compounds read low | activity change, % for hits at 50 µM | actives 0.32% (n = 360,000) | AID 651550; in the data active means activity change below about -80%; inconclusive means mostly about -51% to -80%; further: on the % scale 0 is the no-effect control and ±100 the full control effect
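Neuro2A cells in DMEM with 0.5% FBS, overnight at 37 deg C, given compound at single 50 µM final, then IGF (6 nM final) for 20 min at 37 deg C. Lysed; phospho-Akt Ser473 by HTRF after 24 h, 665/615 ratio.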
GLP1R inv ag: GLP-1 receptor (human) inverse agonism; Potency, µM (top dose mostly 38.3 µM), for the others: top-dose activity change, negative = inhibition, most hits filed as inhibitors; HEK293 GLP-1R CRE-luciferase, luminescence, 24 h; GLP-1R form is constitutively active; P43220; actives 1.6% (n = 410,000); further: potency means the concentration at half of the fitted maximal effect; on the % scale 0 is the no-effect control and ±100 the full control effect; nearly all actives have a fitted effect of over 55% in size
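Cells are plated, allowed 12 hours at 37 deg C, then treated with compounds for 24 hr before luciferase detection reagent is added and luminescence is read after 12 min at room temperature. The HEK293 line carries constitutively active GLP-1R with a cAMP-responsive reporter.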
Abeta yeast res: compounds reversing amyloid beta toxicity in yeast | actives 0.063% (n = 410,000) | yeast expressing A-beta42, growth rescue, OD600, 48 h; response scale: 0% DMSO, 100% iron-clioquinol control | Potency, µM (highest dose often 46.1 µM), inactives show top-dose growth rescue, most hits filed as activators; further: potency means the concentration at half of the fitted maximal effect; nearly all actives have a fitted effect of over 55% in size
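Yeast A-beta toxicity model in growth medium with pinned compounds, 48 h at 30 C; growth read as absorbance at 600 nm. Normalized to FeCl3/clioquinol equimolar mix (positive) and DMSO (negative).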
TDP-43 yeast inh: TDP-43 toxicity inhibition in yeast. TDP-43 expressing yeast growth rescue, BacTiter-Glo, 24 h. Potency, µM (top dose mostly 46.1 µM), for the others: at the top dose growth rescue (activation), most hits filed as activators. actives 1.8% (n = 410,000). AID 652104; further: potency means the concentration at half of the fitted maximal effect; % of control where 0% means no effect; nearly all actives have a fitted effect of over 50% in size
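Growth rescue of TDP-43-toxic yeast measured as ATP luminescence (BacTiter-Glo). Cells grown to mid-log in raffinose, induced in galactose at OD600=0.02, exposed to compound 24 hr at 30 deg C.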
FUS suppressor: suppressors of FUS proteinopathy in yeast | S. cerevisiae FUS-expressing, growth rescue, OD600, 24 h | Potency, µM (doses to about 76.6 µM), for the others: top-dose growth rescue (activation), most hits filed as activators | actives 0.24% (n = 390,000) | AID 1347120;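 further: potency means the concentration at half of the fitted maximal effect; plate controls were DMSO vehicle for no effect and reference control for full effect; nearly all actives have a fitted effect of over 55% in size; some results filed as inactive show a strong effect at the top dose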
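Compound concentration series was pinned onto galactose-induced FUS-expressing yeast seeded at OD 0.005. Plates sat 24hr at 30C; absorbance at 600 nm gave growth. DMSO served as background control.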
PTHR1 ag: agonists of human PTHR1 parathyroid hormone receptor; Potency, µM (highest dose often 115 µM), without a hit: top-dose activation, usual class: activators; HEK293 GP2 PTHR1 cells, GloSensor cAMP luminescence, 1 h; actives 0.075% (n = 410,000); Q03431; further: potency means the concentration at half of the fitted maximal effect; nearly all actives have a fitted effect of over 55% in size; some results filed as inactive show a strong effect at the top dose; inactives centre near -15; many of its hits are not listed in these tables
Target sequence (Q03431 whole entry, looked up): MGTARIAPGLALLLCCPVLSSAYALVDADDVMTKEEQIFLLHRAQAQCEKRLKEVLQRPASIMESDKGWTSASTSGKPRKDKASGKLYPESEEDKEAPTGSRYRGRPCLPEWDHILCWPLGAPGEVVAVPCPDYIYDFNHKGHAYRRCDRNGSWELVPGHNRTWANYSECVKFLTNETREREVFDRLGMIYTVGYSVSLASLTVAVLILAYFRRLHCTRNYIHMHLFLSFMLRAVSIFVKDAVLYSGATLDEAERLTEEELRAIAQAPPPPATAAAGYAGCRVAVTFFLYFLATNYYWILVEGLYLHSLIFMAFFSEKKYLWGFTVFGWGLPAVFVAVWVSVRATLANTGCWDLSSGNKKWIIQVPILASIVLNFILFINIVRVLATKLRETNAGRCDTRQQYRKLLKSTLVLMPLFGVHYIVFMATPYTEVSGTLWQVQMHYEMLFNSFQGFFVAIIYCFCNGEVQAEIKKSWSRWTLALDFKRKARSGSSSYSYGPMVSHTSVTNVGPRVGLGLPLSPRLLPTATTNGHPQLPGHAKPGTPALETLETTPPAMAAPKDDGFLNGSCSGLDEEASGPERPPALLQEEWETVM
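HEK-293-derived GP2 cells expressing PTHR1 and a GloSensor cAMP reporter, 3,000/well, plated overnight, given luciferin plus IBMX (each 0.5 mM as added) for 1 h at 37 °C, then compound for 1 h at 37 °C. Luminescence was read after 15 min at room temperature.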
* marks the source's active call; other numbers are inactive results; i = inactive; ? = inconclusive; nt = no result given; [ ] = dose if it differs, or a comment. Unless noted, the call rests on the fitted dose curve; in most records, active means well fitted curve in the direction sought with a large enough effect; inconclusive means small, poorly fitted or top-dose-only effect, or another doubt; inactive means no such curve, though single readings can be large; an effect the other way counts as inactive or inconclusive. Only part of the results is shown; the hit share may differ from the screen's.

Preview:
The line under a structure holds: DRD3 antagonist, GLP-1R agonist, aSyn rescue, Akt phos inh, GLP1R inv ag, Abeta yeast res, TDP-43 yeast inh, FUS suppressor, PTHR1 ag
COc1ccc(-c2cc(C(=O)N3CCCCCC3)c3ccccc3n2)c(OC)c1
    2, 13%, 19%, i, ?, -20%, ?, ?, -12%
CCN(CC)S(=O)(=O)c1ccc(N2CCCCC2)c(NC(=O)/C=C/c2cc(OC)c(OC)c(OC)c2)c1
    -18, -8%, 7%, i, -13%, 19%, 1%, ?, -18%

All compounds of this part, from the first entry:
The line under a structure holds: DRD3 antagonist, GLP-1R agonist, aSyn rescue, Akt phos inh, GLP1R inv ag, Abeta yeast res, TDP-43 yeast inh, FUS suppressor, PTHR1 ag
COc1ccc(-c2cc(C(=O)N3CCCCCC3)c3ccccc3n2)c(OC)c1
    2, 13%, 19%, i, ?, -20%, ?, ?, -12%
CCN(CC)S(=O)(=O)c1ccc(N2CCCCC2)c(NC(=O)/C=C/c2cc(OC)c(OC)c(OC)c2)c1
    -18, -8%, 7%, i, -13%, 19%, 1%, ?, -18%
Cc1cc(C)cc(NC(=S)N(Cc2cccc(Br)c2)CC2CCC(C(=O)O)CC2)c1 (stereo unspecified)
    3, 4%, 8%, i, -13%, 1%, 8%, 16%, i
COCCN1C(=O)N[C@@H](CCc2ccccc2)[C@H](C(C)=O)[C@H]1C
    3, -1%, -1%, i, 2%, -14%, 1%, -20%, -25%
O=C(CSc1nc2ccsc2c(=O)n1Cc1ccccc1)NCC1CCCO1 (stereo unspecified)
    4, 4%, -2%, i, 17%, 5%, 0%, 4%, -12%
Cc1ccc(C(=O)NCC(=O)OCC(=O)NC2CCCCCCC2)cc1
    2, 3%, -4%, i, 18%, 1%, -6%, 23%, i
CS(=O)(=O)N1CCN(C/C=C/c2ccccc2)CC1
    -7, 5%, -4%, i, ?, -2%, 2%, 27%, -12%
CC(C)C(NC(=O)COc1ccccc1)C(=O)O (stereo unspecified)
    5, -15%, 2%, i, 5%, 16%, -14%, -10%, i
Cc1ccc(S(=O)(=O)N/N=C/c2ccc(OS(=O)(=O)c3ccc(C)c([N+](=O)[O-])c3)cc2)cc1
    -14, -12%, -3%, i, ?, 14%, -26%, 34%, i
O=C(Nc1ccc2c(c1)N(Cc1ccccc1)C(=O)c1ccccc1S2)NC1CC1
    -20, -6%, 5%, i, -17%, 19%, 0%, ?, -12%
COc1ccc(/C=N/n2c(-c3n[nH]c4c3CCC4)n[nH]c2=S)cc1OC
    -10, 16%, 2%, i, 117%[activator], 20%, 19%, -11%, -21%
COc1ccc(Cn2nnnc2C(c2ccc(N(C)C)cc2)N2CCC(C(N)=O)CC2)cc1 (stereo unspecified)
    -4, 7%, -1%, i, 13%, -3%, 0%, 8%, -1%
CC(C)C(NC(=O)OCc1ccccc1)C(=O)OCC(=O)NCc1ccco1 (stereo unspecified)
    26, -4%, 6%, i, -17%, 3%, 23%, ?, i
COc1ccc(N2C(=O)Cc3ccccc3C2=O)cc1
    -16, 1%, -5%, i, 49%[activator], -15%, 9%, 15%, -13%
O=C(Nc1cc(Cl)ccc1O)c1cc2nc(-c3ccc4c(c3)OCO4)cc(C(F)(F)F)n2n1
    nt, nt, nt, nt, 8%, -19%, 25%, 9%, -23%
Cc1nn(C)c(Cl)c1CN1CCCC(CCC(=O)NCc2ccccc2F)C1 (stereo unspecified)
    1, 0%, -3%, i, 1%[7.66 µM], -5%, -5%[9.22 µM], -2%, i
Cc1ccc(/C(N)=N/OC(=O)CCC2CCCC2)cc1
    -19, 3%, -15%, i, -1%[7.66 µM], 13%, ?, -5%, -21%
CC1Cn2c(COc3ccccc3)nnc2S1 (stereo unspecified)
    15, 6%, -4%, i, -12%, 30%, 13%, -25%, -30%[inhibitor]
Cc1cc(Br)ccc1NC(=O)CCSc1ccccc1
    8, 4%, 1%, i, ?, 20%, ?, 5%, -25%[57.5 µM]
CCOc1c(CNCc2ccc(C(=O)O)cc2)cccc1OC
    2, 2%, 9%, i, 12%, 10%, -10%, -6%, -1%
Cc1ccnc(NC(=O)CN(C)S(=O)(=O)c2cccc3nsnc23)c1
    9, -4%, -8%, i, 7%, 14%, -1%, -31%, -8%
COc1ccccc1N1CCN(C(CNC(=O)c2ccco2)c2cccnc2)CC1 (stereo unspecified)
    2, 0%, -1%, i, -28%, 5%, 14%, -5%, -13%
CCc1nc2ccc(C(=O)NCc3ccccc3OC)cn2c1N(CC)Cc1cccc(Br)c1
    ?, 2%, -1%, nt, ?, 5%, 17%, ?, -13%
CC(=O)Nc1ccc(NS(=O)(=O)C(F)(F)F)cc1
    -29, -11%, 1%, i, -3%, 10%, 3%, 22%, i
CC(C)N1CC2(CC(c3ccccc3F)=NO2)CN1C(=O)c1ccc(C(C)(C)C)cc1 (stereo unspecified)
    -6, -2%, 1%, i, -3%, -17%, 23%, ?, -27%
O=C(COc1ccc(Br)cc1F)N1CCN(c2ncccn2)CC1
    10, 16%, 11%, i, 2%, -24%, -6%, -7%, 0%
COc1ccc(C(=O)N2CCCC(CNC(=O)c3ccc(F)cc3)C2)cc1OC (stereo unspecified)
    -2, 5%, -5%, i, 10%, 1%, 2%, 3%, -15%
COC(=O)c1ccc(CSc2ccc(S(=O)(=O)N3CCCCC3)cn2)cc1
    7, -1%, 2%, i, 3%, 8%, -12%, nt, i
Cc1cccc2cc(CN(C(=S)NCC(C)C)C3CCCC3)c(=O)[nH]c12
    -3, 0%, -1%, i, ?, -2%, 6%, nt, -20%
CN(c1ccc(C(=O)NC2CC3CCC2C3)cc1)S(C)(=O)=O (stereo unspecified)
    -19, 1%, -2%, i, 49%[activator], 23%, -3%, ?, 23%
O=C(CSc1ncccn1)NC1CCS(=O)(=O)C1 (stereo unspecified)
    2, -2%, -7%, i, 0%, 7%, 5%, -19%, i
Cc1ccc(NC(=O)c2ccc3[nH]c(=O)c(=O)[nH]c3c2)nc1
    0, 1%, -6%, nt, -4%, 0%, 15%, 0%, i
c1ccc(Cc2noc(CN3CCN(CCOc4ccccc4)CC3)n2)cc1
    -53*, -4%, -3%, i, ?, -13%, -2%, -14%, -51%[inhibitor]
CS(=O)(=O)Nc1ccc2c(c1)[C@H]1C[C@H](CC(=O)NCc3ccccc3)O[C@H](CO)[C@H]1O2
    4, -3%, 3%, i, 7%, 9%, ?, -4%, -25%
Cc1cc(Cl)ccc1OCC(=O)NNC(=O)CCOc1ccccc1
    22, -1%, 4%, i, -21%, -8%, 14%, -8%, i
CCOC(=O)c1ccc(N2CSC3=C(C#N)C(c4cccs4)CC(=O)N3C2)cc1 (stereo unspecified)
    ?, -1%, 1%, i, -22%, -4%, ?, 9%, -21%
O=C(CNC(=O)c1ccco1)NCC(=O)OCc1ccc(C(=O)Oc2ccc(Cl)cc2)cc1
    35, 2%, nt, nt, 1%, 4%, 0%, 9%, i
COC(=O)C1=C(C(=O)OC)C(c2ccc(OC)c(OC)c2)c2sc(=O)[nH]c2S1 (stereo unspecified)
    -14, 9%, 5%, i, 35%[activator], -3%, 1%, 29%, 0%
CCN(CC)S(=O)(=O)c1cc(NC(=O)COC(=O)CCc2nc3ccccc3s2)ccc1C
    -1, -15%, 10%, i, ?, -4%, -22%, 48%, i
CCCCN(CC)CCCNC(=O)c1ccc2c(c1)NC(=O)CN2C
    nt, nt, nt, nt, 4%, 5%, 24%, -9%, -8%
CN(Cc1ccccc1)C(=O)CN1C(=O)COc2ccc(S(=O)(=O)N3CCCC3)cc21
    -5, -1%, 1%, i, -11%, -4%, -5%, 8%, -3%
Cc1c(Cl)c(=O)oc2cc(OCC(=O)NCc3cccs3)ccc12
    -2, 11%, 2%, i, 30%, 6%, -3%, 15%, -31%
Cn1c(Cn2c(=O)sc3ccccc32)nnc1SCC(=O)Nc1ccccc1
    -25, 1%, -13%, i, 11%, 6%, 25%, -5%, -2%
CN1CC(C(=O)Nc2ccc(F)c(Cl)c2)CC1=O (stereo unspecified)
    15, 4%, -11%, i, 9%, -1%, 5%, -2%, -4%
COC(=O)Cc1ccc2sc(-c3ccccc3)nc2c1
    ?, -15%, 0%, i, -18%, -34%[inhibitor], 16%, nt, -16%
Cc1ccc(-n2nc3c(=O)n(CCCC(=O)NCc4ccc(C)o4)nc(C)c3c2C)cc1
    6, -6%, 4%, i, -39%, ?, 7%, 46%, i
Cc1ccccc1-c1nc(CNC(=O)NC2CCCCC2)c(C)o1
    nt, nt, nt, nt, 13%, 2%, 20%, -16%, -5%
CCC(=O)N/C(=N/c1nc(C)cc(C)n1)Nc1ccccc1
    -1, 14%, 12%, i, 8%, 0%, -13%, 12%, -20%
Cc1ccc2nc(SCC(=O)Nc3cccc(S(=O)(=O)N(C)C)c3)[nH]c2c1
    -22, -1%, -3%, i, ?, -1%, -3%, nt, -91%[inhibitor]
CCN(CC(=O)Nc1cccc(S(=O)(=O)N2CCOCC2)c1)Cc1ccccc1
    -5, -1%, 1%, i, -15%, -7%, 2%, 8%, i

The list goes on.
The line under a structure holds: DRD3 antagonist, GLP-1R agonist, aSyn rescue, Akt phos inh, GLP1R inv ag, Abeta yeast res, TDP-43 yeast inh, FUS suppressor, PTHR1 ag
O=C(CCC1CCCCC1)Nc1c[nH]c(=O)[nH]c1=O
    -5, 2%, -13%, i, -2%, 3%, 2%, 14%, -2%[57.5 µM]
Cc1ccc(S(=O)(=O)N2C3CCCCC3O[C@H]2CC(=O)c2ccc(F)cc2)cc1 (stereo partly specified)
    16, nt, -10%, i, ?, -9%, -14%, -3%, i
O=C(Nc1ccccc1F)c1ccc(COc2ccc(Cl)cc2Cl)o1
    17, ?, -10%, i, ?, 14%, 9%, 4%, -7%[57.5 µM]
COc1ccccc1-n1c(N)c(C(=O)NCC2CCCO2)c2nc3ccccc3nc21 (stereo unspecified)
    19, 0%, 6%, i, -31%, 13%, 6%, 38%, i
